# High-throughput results from PubChem.
# Yfh1-off respiration = mitochondrial function rescue without frataxin homolog – Friedreich's ataxia, plus single-dose screen, dose response (AID 1465); S. cerevisiae Yfh1-off respiration, WST-1 reduction, 72 h; higher fold induction means a stronger effect; fold induction at 50 µM; hits with a dose series show EC50 in µM; 220,000 compounds, 0.074% hits;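 active = fold induction of absorbance versus untreated yeast above a set limit, then at least 30% activation at any dose in follow-up; inconclusive = repeats straddling the limit, or above it without dose testing; inactive = fold induction below the set limit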;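 note: activators that raise dye reduction in frataxin-depleted yeast; strong numbers were not always called active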
# MT stabilizer = stabilizes microtubules in HeLa cells; HeLa tubulin immunostaining HCS, 24 h; share of cells brighter than vehicle mean+2SD; % tubulin-high responders, % at 10 µM; 200,000 compounds, 0.83% hits; AID 2205;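 active = plate Z-score above 3 for both tubulin-high and condensed-nucleus cell shares, with cell loss under 80%, at 10 µM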;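 note: anti alpha tubulin signal scored within the nucleus-defined area of each cell; some results filed as inactive read as strong as hits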
# Autophagy HCS = modulators of autophagy. 190,000 compounds, 0.98% hits. MEF GFP-LC3 puncta imaging; test concentration mostly 10 µM. AID 463193. calls only at 10 µM (by protocol);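 active = percentage of spot-positive cells more than 3 SD above its plate mean, without a fluorescence outlier flag or 80% toxicity; inconclusive = no clear call, values can overlap the other calls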;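 note: spot-positive cell cutoff set from DMSO-treated cells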
# Ins promoter up = MIN6 insulin promoter up-regulation; MIN6 insulin promoter-GFP reporter, high-content imaging; stronger effect = higher value; z-score at 5 µM; 190,000 compounds, 0.3% hits; AID 1625;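 active = z-score above 3 at 5 µM with at least 500 cells counted in the well; inconclusive = wells under 500 cells, flagged as cytotoxic or low count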
# Hep lipid drop = hepatic lipid droplet formation modulation; AML12 mouse hepatocytes, oleate lipid droplets, BODIPY imaging; inhibition, % at 6.5 µM; 240,000 compounds, 0.4% hits;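 active = lipid droplet intensity inhibited by at least 50%, with more than 500 cells counted; inconclusive = wells with under 300 cells, treated as cytotoxic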
#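 System: AML12 hepatocytes (mouse). Probe or stimulus: oleic acid at 100 µM to induce lipid droplet formation. Times: overnight treatment with compound plus oleate. Detection: Image-based BODIPY and DAPI two-channel analysis. Evaluation: percent inhibition of filter-corrected integrated lipid droplet intensity per well.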
# Dynein transport = blocks dynein driven cargo transport along microtubules; z-score, hits read low; 3617.4 mouse cells, GR-EGFP nuclear translocation imaging; test concentration mostly 20 µM; stimulated with dexamethasone, 1 µM; stronger effect = lower value; 220,000 compounds, 0.47% hits;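 active = plate z-score of nuclear minus cytoplasmic receptor signal below a set negative limit, without overly bright fluorescence or cell loss, cut at about -3.5 in these data, passing the limit was not always enough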;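 note: z-score of nuclear minus cytoplasmic ring GR-EGFP intensity difference per well; some compounds called inactive have numbers as strong as hits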
#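 Buffer or medium: tet-free, stripped-serum medium; Also added: dexamethasone, 1.0 µM final; Technique: high-content fluorescence imaging after fixation; Times: 48 h induction, 1 h compound, 30 min dex at 37 °C; Read-out: per-cell GR-EGFP intensity, nucleus versus surrounding cytoplasmic ring, well-averaged.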
# ER stress rescue = rescue of cells from ER stress-induced death, primary screen, 384-well, CSM14.1, thapsigargin, ATP luminescence (AID 1222); CSM14.1 thapsigargin-induced death rescue, ATP luminescence; higher % means a stronger effect; cellular ATP content (survival), % at 20 µM; hits with a dose series show EC50 in µM; 190,000 tested, under 10 active;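 active = EC50 below 50 µM in the dose-response confirmation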;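 note: death triggered by thapsigargin at about 15 µM added after 2 h compound pretreatment; cell ATP read after overnight thapsigargin exposure of roughly 18 to 22 hours; normalized against plate controls of thapsigargin alone and 5% DMSO vehicle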
# M17LAP inhibition = P. falciparum M17LAP inhibitors, primary screen, biochemical, fluorogenic H-Leu-NHMec substrate, 1536-well (AID 1619) | one-dose inhibition, % at 30 µM; IC50 in µM for titrated hits | 220,000 compounds, 0.38% hits | recombinant M17LAP, H-Leu-NHMec fluorogenic kinetic assay; higher % means a stronger effect;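 active = compound inhibiting the enzyme by more than half at any dose during confirmatory dose-response retesting; inconclusive = strong single-dose inhibitors picked by rank but not retested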;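 note: plate controls were full reaction with DMSO carrier for no effect and no enzyme background for full effect; strong numbers were not always called active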
# P. falciparum M1AAP = malaria alanyl aminopeptidase activity blockers – biochemical, fluorogenic H-Leu-NHMec substrate, 1536-well (AID 1445) | recombinant M1AAP, H-Leu-NHMec fluorogenic kinetic assay; higher % means a stronger effect | inhibition, % at 30 µM; hits with a dose series show IC50 in µM | 220,000 compounds, 0.42% hits;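 active = primary inhibition above the hit cutoff, then over 50% inhibition at one or more dose response concentrations, cut at about 23% in these data, passing the limit was not always enough; inconclusive = conflicting primary data, or primary hits not chosen for dose response; inactive = low primary inhibition, or under 50% at every dose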;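 note: plate controls were DMSO full reaction for no effect and no enzyme background for full effect; strong numbers were not always called active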
# Dynein transport cytoplasmic EGFP = second read-out of Dynein transport, no call of its own (marks repeat the call); z-score; measured here: cytoplasmic GR-EGFP intensity; stronger effect = higher value
# Dynein transport nuclear GR-EGFP = further read-out of Dynein transport, marked with its call; z-score; measured here: nuclear GR-EGFP intensity;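 lower value marks the stronger effect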
# Dynein transport cell count = second read-out of Dynein transport, no call of its own (marks repeat the call); z-score; measured here: cell count per field
# Ins promoter up cell count = second read-out of Ins promoter up, no call of its own (marks repeat the call); cell count; measured here: cytotoxicity, nuclei count;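 total cells summed across four imaged fields per well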
# Hep lipid drop cells 6.5 µM = recorded beside Hep lipid drop, whose call it bears; cell count; measured here: cell count, cytotoxicity flag;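 cells counted across two imaged fields per well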
# MT stabilizer Hoechst-high % = second read-out of MT stabilizer, no call of its own (marks repeat the call); % Hoechst-high responders; measured here: nuclear condensation Hoechst responders;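 share of cells brighter than vehicle mean plus two SD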
# MT stabilizer cytotoxicity % = further read-out of MT stabilizer, marked with its call; toxicity, %; measured here: cytotoxicity by cell density;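 0% = mean cell density of plate MIN control wells and 100% = no cells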
# Autophagy HCS cell loss 18 h = recorded beside Autophagy HCS, whose call it bears; toxicity, %; measured here: cell loss, nuclei count;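 cell loss after 18 h compound exposure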
# Starred values were filed as active, the others as inactive; i = inactive; ? = inconclusive; / = no result given.
SMILES,Yfh1-off respiration,MT stabilizer,MT stabilizer Hoechst-high %,MT stabilizer cytotoxicity %,Autophagy HCS,Autophagy HCS cell loss 18 h,Ins promoter up,Ins promoter up cell count,Hep lipid drop,Hep lipid drop cells 6.5 µM,Dynein transport,Dynein transport cytoplasmic EGFP,Dynein transport nuclear GR-EGFP,Dynein transport cell count,ER stress rescue,M17LAP inhibition,P. falciparum M1AAP
O=C(O)/C=C\C(=O)NCc1ccccc1,i,1.2,2.2,4.8,i,0,/,/,/,/,-0.35,-0.23,-0.62,0.9,-0.2%,6%,-2%
Cc1cc(C(=O)N/N=C/c2ccc([N+](=O)[O-])cc2)c2ccccc2n1,i,/,/,/,/,/,-0.03,1103,-23,713,-0.43,-0.23,-0.22,1.2,/,-5%,-2%
O=C(O)CCCNC(=O)c1ccccn1,i,2.5,2.4,5.7,i,6,0.6,1246,2,741,-0.16,-0.19,0.53,0.18,-1.9%,-2%,6%
CCOCN(C(=O)Cn1c(COC)nc2ccccc21)c1c(C)cccc1CC,i,1.3,1.5,9.2,i,-3,-0.12,1059,-11,744,0.0047,-0.39,-0.081,0.3,-2.8%,-13%,8%
O=C(Nc1ccc2ccccc2c1)c1ccc(NS(=O)(=O)c2ccc(Br)s2)cc1,i,2.8,2.8,9.7,i,-22,/,/,2,544,1,-0.31,0.39,-0.45,-3.9%,10%,-11%
O=c1[nH]c(CSc2ncc(C(F)(F)F)cc2Cl)nc2cc(C(F)(F)F)ccc12,i,/,/,/,/,/,0.55,968,-8,649,-2,0.2,-0.67,1.3,/,5%,0%
CCn1c(=O)[nH]c(=O)c2c(N)c(C(=O)c3ccccc3OC)sc21,i,3.6,3.5,0.8,i,-19,-1.5,1530,16,660,1.9,-0.2,1.3,-1.3,-1.0%,11%,13%
Cc1ccc(C)c(OCC(=O)N/N=C/c2c(C)nn(-c3ccccc3)c2Cl)c1,/,21*,18*,28*,i,-4,0.14,827,14,763,-1.6,-0.26,-0.6,1.8,-3.0%,3%,0%
O=C(CN(Cc1cccs1)C(=O)CSc1nnc(COc2ccccc2)o1)NC1CCCC1,i,3.4,2.7,18,i,10,-0.92,1260,3,783,2,-0.35,1.1,-0.63,-0.8%,6%,10%
CN1CCC(=NNC(=O)C(=O)Nc2ccccc2F)CC1,i,2.1,1.8,12,i,-13,/,/,0,699,-0.51,-0.24,-0.14,0.14,-0.1%,3%,6%
Cc1cc(=O)oc(C)c1C(=O)OCC(=O)c1ccccc1,i,4.7,3.8,9.8,i,21,0.3,1251,/,/,-0.52,-0.22,0.014,0.025,/,10%,-1%
COc1ccc(C(=O)Nc2ccc(-c3nnn(CC(=O)NCc4ccco4)n3)cc2)cc1,i,/,/,/,/,/,0.23,884,-3,677,0.23,-0.2,0.95,-0.41,/,1%,-2%
CC(=O)c1c(C)[nH]c(C(=O)COC(=O)CCCOc2ccccc2)c1C,i,2.0,2.8,2.1,i,-4,0.55,1301,-4,712,-0.41,-0.19,-0.27,-0.5,0.7%,1%,-1%
COc1cc(-c2[nH]ncc2CN(C)Cc2nonc2C)cc(OC)c1OC,i,3.6,2.1,3.2,i,11,0.48,1366,-14,690,-0.26,-0.23,-0.0079,0.38,-1.3%,-4%,-1%
CCOC(=O)CN1N=C(c2ccc(Cl)s2)CSC1=O,i,3.0,3.7,2.7,i,3,0.19,1323,-2,612,-0.69,-0.3,-0.8,0.83,0.0%,-16%,6%
Cc1c(C(=O)Oc2cccc3ccccc23)cnn1-c1ccccc1,i,1.9,2.0,4.9,i,-4,1.3,892,7,791,-1.1,-0.17,-0.36,-0.058,-1.4%,11%,14%
Cn1c(SCC(=O)Nc2ccc(F)cc2)nc2c([nH]c3ccccc32)c1=O,i,1.9,1.2,3.9,i,19,-0.06,1650,-12,654,0.23,-0.32,0.57,-0.095,0.1%,0%,3%
CCOc1cc(C(=O)OCc2ccc(C(=O)OC)o2)cc(Br)c1OC,i,4.7,2.4,10,i,16,0.07,1572,/,/,0.2,-0.41,0.4,0.23,-0.1%,-12%,-11%
CN(C)/C=N/c1cc(=O)[nH]c(=O)n1Cc1ccccc1,i,3.4,2.3,4.3,i,-22,0.71,1236,0,723,-0.78,-0.25,0.17,0.4,-1.0%,11%,8%
CN(C)CCCNC(=O)/C(=N\O)c1ccccc1,i,2.1,1.2,7.2,i,-3,-0.75,897,-14,751,0.96,0.12,0.55,0.092,4.1%,-11%,4%
O=c1[nH]c(SCc2nc3ccccc3c(=O)n2-c2ccccc2C(F)(F)F)nc2ccccc12,i,3.2,1.4,4.8,i,3,-0.3,1295,-9,649,-0.17,-0.29,-0.14,1.7,-0.5%,-9%,?
COC(=O)c1c2c(nc3ccccc13)CCC2,i,0.7,1.1,3.1,i,-2,0.62,854,-3,716,-0.94,0.014,-0.63,0.5,-1.1%,-8%,1%
COc1ccc(CCNC(=O)Cn2cnc3c2c(=O)n(C)c(=O)n3C)cc1OC,i,1.2,1.5,7.1,i,1,-0.27,1607,/,/,0.5,-0.19,0.31,-0.25,-0.6%,2%,2%
CN(CC(=O)OCC(=O)NCC(F)(F)F)S(=O)(=O)c1ccc(Cl)cc1,i,2.5,2.7,5.7,i,1,-0.36,1165,-8,709,-0.53,-0.33,-0.35,0.44,0.3%,0%,2%
CCC1(C)Cc2ccccc2-c2nc(NCCO)n(-c3ccccc3)c(=O)c21 (centres undefined),i,2.0,1.7,5.5,i,1,-0.53,1021,1,729,-0.19,0.047,0.047,-0.38,1.7%,-222%,9%

# The final 2 compounds of the part before are carried over, then new ones follow.
SMILES,Yfh1-off respiration,MT stabilizer,MT stabilizer Hoechst-high %,MT stabilizer cytotoxicity %,Autophagy HCS,Autophagy HCS cell loss 18 h,Ins promoter up,Ins promoter up cell count,Hep lipid drop,Hep lipid drop cells 6.5 µM,Dynein transport,Dynein transport cytoplasmic EGFP,Dynein transport nuclear GR-EGFP,Dynein transport cell count,ER stress rescue,M17LAP inhibition,P. falciparum M1AAP
CN(CC(=O)OCC(=O)NCC(F)(F)F)S(=O)(=O)c1ccc(Cl)cc1,i,2.5,2.7,5.7,i,1,-0.36,1165,-8,709,-0.53,-0.33,-0.35,0.44,0.3%,0%,2%
CCC1(C)Cc2ccccc2-c2nc(NCCO)n(-c3ccccc3)c(=O)c21 (centres undefined),i,2.0,1.7,5.5,i,1,-0.53,1021,1,729,-0.19,0.047,0.047,-0.38,1.7%,-222%,9%
O=C(NCc1ccco1)c1cc(-c2ccc(Cl)cc2)on1,i,6.3,2.2,8.8,i,30,0.71,1417,/,/,0.73,-0.28,-0.027,-0.23,-0.5%,2%,15%
COc1ccc(/C=N/n2c(C)cc(C)c(C(N)=O)c2=O)cc1,i,1.3,1.7,6.0,i,30,-0.51,867,13,741,-0.03,-0.39,0.32,0.41,-0.6%,-8%,7%
Cc1cc(N=NC(=O)c2ccccc2O)c2ccccc2c1O,i,3.5,2.9,1.5,i,9,-0.44,1152,0,746,-0.7,-0.26,-0.64,1.1,-1.8%,9%,?
Cc1ccc(C(=O)CSc2nnc(-c3c[nH]c4ccccc34)o2)cc1,i,1.9,1.0,6.1,i,3,0,1575,2,657,-0.53,-0.21,-0.54,0.46,-3.0%,1%,-1%
CC1(C)CC(=O)C(Sc2ccccc2[N+](=O)[O-])=C(O)C1,i,2.8,3.7,0.5,i,-1,0.25,1281,4,803,-0.41,-0.3,-0.13,0.3,-1.1%,-50%,11%
Cc1cc(C)n(-c2ncccc2[N+](=O)[O-])n1,i,/,/,/,/,/,1.4,1391,-2,711,1,-0.19,0.52,-0.67,/,27%,11%
O=S(=O)(c1ccc(Br)cc1)N1CCN=C1SCc1cccnc1,i,2.5,1.2,6.5,i,8,/,/,-2,624,0.77,-0.33,0.54,0.14,-0.4%,-4%,3%
COc1ccc(N2CC(C(=O)Nc3nnc(SCc4ccccn4)s3)CC2=O)cc1 (centres undefined),i,1.8,2.3,9.8,i,-1,0.42,1388,-1,647,-1.1,-0.15,-0.56,0.57,1.7%,12%,2%
Cc1cc(C(F)(F)F)nn1CC(=O)NCc1cccs1,i,2.0,1.8,5.1,i,1,/,/,-4,735,-0.24,-0.27,-0.26,0.85,-1.6%,-11%,4%
O=C(O)Cn1ncc2c1-c1ccoc1CC2,i,3.8,1.7,8.9,/,/,0.18,793,/,/,0.67,-0.25,0.34,0.085,-1.1%,2%,4%
CC(C)=C1C2CCC1C(C(=O)NCCc1ccccc1)C2C(=O)O (centres undefined),i,4.9,2.0,9.8,i,14,-0.23,1327,/,/,0.84,-0.25,0.058,-0.82,-1.5%,-2%,3%
COc1ccc(-c2nc(-c3ccccc3)nc(Cl)c2C#N)cc1,i,2.8,1.5,7.4,i,9,/,/,/,/,-0.27,-0.33,0.062,0.051,-1.6%,-6%,3%
COc1ccc(CCNC(=O)CSc2nc(C)cs2)cc1,i,3.8,3.2,6.2,i,2,0.61,1450,-3,564,0.76,-0.24,0.33,-0.18,0.8%,2%,-2%
CCN(CC)C(=O)CSc1nc2cc3c(cc2c(=O)n1Cc1ccc(OC)cc1)OCO3,i,3.9,1.6,3.9,i,-28,/,/,4,744,1.3,-0.25,0.61,-0.2,-0.1%,0%,1%
